# Pf Dd2 growth: qHTS Primary assay for Inhibitors of Plasmodium falciparum Dd2 growth in vitro | AID 1347417, 2020 | P. falciparum Dd2 growth, SYBR Green, 72 h | Potency, µM (doses to about 28.9 µM), without a hit: top-dose activity, negative = inhibition, hits mostly inhibitors | hit rate 4.3% among 120,000; active = well fitted inhibition curve with a large enough effect; inconclusive = small, poorly fitted or top-dose-only effect; inactive = no such curve, though single readings can be large or run the other way;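 note: plate controls were DMSO vehicle for no effect and reference drug for full effect; nearly all actives have a fitted effect of over 65% in size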
#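 Infected erythrocytes (Dd2, 0.3% parasitemia, 2.5% hematocrit final) are added to compound in RPMI-1640/Albumax II medium, grown 72 h at 37C in low oxygen, then lysed with saponin/Triton-X containing SYBR Green and read by fluorescence.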
# The depositor's hits bear a star; i = inactive; ? = inconclusive; [ ] = dose if it differs, or a comment. Potency is the fitted concentration of half-maximal effect.
SMILES	Pf Dd2 growth
Fc1ccc(CN2CCCC3(CCN(c4cnccn4)C3)C2)cc1F (stereo unspecified)	-22.5%
CNC(=O)[C@@H]1CN(C(=O)Cn2cc(C)cn2)C[C@H]1COC	17.2%
CC1(C(=O)O)CCN(C(=O)c2ccc(F)cc2)CC1	7.2%[44.1 µM]
COc1ccc(Nc2ncc3c(n2)CCN(Cc2cccc(F)c2F)C3)c(OC)c1	58.9%[activator]
Cn1c(=O)c2c(ncn2CC(=O)N2CCCC(Cc3nncn3-c3ccccc3)C2)n(C)c1=O (stereo unspecified)	-15.2%
COc1ccc(-c2cc3nc4c(c(=O)n3[nH]2)CN(C(=O)c2sccc2C)CC4)cc1	?
CC(=O)c1ccc(NC(=O)c2ccc(-n3cnnc3)cc2)cc1	i
CC(=O)c1cccc(NC(=O)c2cc(-c3ccc(Cl)s3)nc3ccccc23)c1	-11.5%
Cc1ccc(Cl)cc1NC(=O)Cn1c(=O)n(Cc2ccc(C(=O)NCc3ccc4c(c3)OCO4)cc2)c(=O)c2ccccc21	-17.4%
O=C(c1ccc(C(F)(F)F)cc1)N1CCC(N2CC3CCCN3C2=O)CC1 (stereo unspecified)	-6.6%
O=C1NCCCCCN(C(=O)Cc2cccnc2)[C@H]2CCC[C@@H]12	7.1%
Cc1cccc(CN2CCCC(O)(CNCC(C)(C)C)C2=O)c1 (stereo unspecified)	?

# In a second layout: entries from further up.
> Cc1cccc(CN2CCCC(O)(CNCC(C)(C)C)C2=O)c1 (stereo unspecified)
- Pf Dd2 growth = ?

> O=C(c1ccc(C(F)(F)F)cc1)N1CCC(N2CC3CCCN3C2=O)CC1 (stereo unspecified)
- Pf Dd2 growth = -6.6%

> Fc1ccc(CN2CCCC3(CCN(c4cnccn4)C3)C2)cc1F (stereo unspecified)
- Pf Dd2 growth = -22.5%

> CNC(=O)[C@@H]1CN(C(=O)Cn2cc(C)cn2)C[C@H]1COC
- Pf Dd2 growth = 17.2%

# Retrieved one by one from the entries so far:
SMILES	Pf Dd2 growth
Cn1c(=O)c2c(ncn2CC(=O)N2CCCC(Cc3nncn3-c3ccccc3)C2)n(C)c1=O (stereo unspecified)	-15.2%
Cc1ccc(Cl)cc1NC(=O)Cn1c(=O)n(Cc2ccc(C(=O)NCc3ccc4c(c3)OCO4)cc2)c(=O)c2ccccc21	-17.4%

# Further records:
SMILES	Pf Dd2 growth
COc1cc(OC)nc(N2C[C@H]3OC(=O)N(CCN4CCCCC4)[C@H]3C2)n1	i
O=C(NCC1CCOCC1)Nc1cc(F)c(F)c(F)c1	?
CC(C)(C)c1oc(C(N)=O)cc1CN1CCC2(CCCNC2=O)C1 (stereo unspecified)	-2.6%
CN(c1ccc(F)cc1)S(=O)(=O)N1CCCC(C(=O)NCCc2ccccc2)C1 (stereo unspecified)	-24.9%
COc1ccc(C2Cn3nnc(C(=O)NCc4ccc(F)c(Cl)c4)c3CO2)cc1 (stereo unspecified)	-9.4%
CS(=O)(=O)N1CCC(OC2CCN(C(=O)Nc3ccc(Cl)cc3F)CC2)CC1	?
COc1cccc(-c2cn3c(n2)sc2cc(C(=O)NCCCc4ccccc4)ccc23)c1	?
CCn1ncc(N2CCCC(CC(=O)NCC3CC3)C2)cc1=O (stereo unspecified)	19.6%
COc1ccc(CNCCC(c2ccc(C)cc2)c2ccco2)cc1 (stereo unspecified)	12.6µM*
COCCN1CCC(CN(Cc2ccncc2)C(=O)c2ccc(=O)n(C)n2)CC1	0.6%
CC(C(=O)NCC1CCCO1)N1C(=O)COc2ccc(C(=O)COc3cccc(Cl)c3)cc21 (stereo unspecified)	?
Cc1cccc(C)c1-c1nc(C(=O)NCc2ccc3c(c2)OCO3)n2ccccc12	-9.5%
C[S+](=O)([O-])c1ccc(-c2nccc3c(=O)cc(-c4cccnc4)oc23)cc1	-7.7%[44.1 µM]
Cn1cnc(S(=O)(=O)N2CCOc3ccc(CN4CCc5ccccc5C4)cc3C2)c1	?
CSc1ccc(CCNC(=O)C2=C(C)C(=O)OC23CCCCC3)cc1	50.7%[activator]
COc1cccc(CN2CC[C@@](O)(C3CC3)[C@H](C)C2)c1OC	i
Cc1nnc(NC(=O)c2cccn(Cc3cccc([N+](=O)[O-])c3)c2=O)s1	-15.4%
COc1cccc2c1cc1c(=O)n(CC(=O)NC3CCCCC3)nc(C)n12	9.2%
COCCCNC(=O)C(NC(=O)C1CC1)C1CCN(C(=O)c2ccccc2)CC1 (stereo unspecified)	i
Cc1ccc(F)cc1NC(=O)c1cc(-c2ccc[nH]2)n[nH]1	-13.9%
O=C(NCc1ccc(Cl)cc1)c1ccc(CNS(=O)(=O)c2ccc(F)cc2)cc1	20.6%
O=C(O)COCC(=O)N1CC[C@H](c2nc3ccccc3[nH]2)C1	0.5%[44.1 µM]
Cc1ncsc1C(=O)N1CCNc2cnc(Nc3cccc(C(F)(F)F)c3)nc2C1	-22.6%
COc1cccc(C(=O)Nc2ccc(S(=O)(=O)N(Cc3ccccc3)c3ccccc3)cc2)c1	47.9%[activator]

# Next section, starting with the last 3 of the part before.
SMILES	Pf Dd2 growth
O=C(O)COCC(=O)N1CC[C@H](c2nc3ccccc3[nH]2)C1	0.5%[44.1 µM]
Cc1ncsc1C(=O)N1CCNc2cnc(Nc3cccc(C(F)(F)F)c3)nc2C1	-22.6%
COc1cccc(C(=O)Nc2ccc(S(=O)(=O)N(Cc3ccccc3)c3ccccc3)cc2)c1	47.9%[activator]
CCc1ccc(NC(=O)c2cc(S(=O)(=O)N3CCCCCC3)ccc2F)cc1	?
Cn1ccc2c(OCC(=O)Nc3cc(C(F)(F)F)ccc3Cl)cccc2c1=O	13.7%
COc1ccc(CNC(=O)N2CCCCCCNC(=O)[C@@H]3CCCC[C@@H]32)cc1	-9.9%
COc1cccc([S+](=O)([O-])N2CCCC3(C2)C(=NC2CCCC2)NC(=O)N3c2cccnc2)c1 (stereo unspecified)	11.2%
CCOc1ccccc1C(=O)NC1CCN(c2cc(-c3ccccc3)[nH]n2)C1 (stereo unspecified)	?
O=C1c2cnc(-c3ccsc3)nc2OCCN1c1cccc(C(F)(F)F)c1	?
Cc1c(C(=O)Nc2cccc(C(F)(F)F)c2)oc2ccc3c(c12)C(=O)CC(C)(C)O3	-12.2%
Fc1cccc(Cl)c1CNc1n[nH]c(-c2ccco2)n1	i
O=C1CC(c2noc(-c3ccccc3OC(F)(F)F)n2)CN1C1CCCCC1 (stereo unspecified)	i
CCOC(=O)C1CCCN(C(=O)c2ccc(NC(=O)c3nsc4ccccc34)cc2)C1 (stereo unspecified)	-26.7%
O=C(NC1CCCCC1)N1CCN(c2ccc(Cl)nn2)C(=O)C1	-8.1%
CCC(c1cccs1)N1C(=O)[C@H]2CN(S(=O)(=O)c3ccc(C(C)C)cc3)C[C@H]2C1=O (stereo partly specified)	i

# The list goes on.
SMILES,Pf Dd2 growth
CCOc1ccc(CN2CCc3nc(N(C)C)[nH]c(=O)c3CC2)cc1,i[5.79 µM]
CCS(=O)(=O)c1ncc(N(Cc2ccccc2)Cc2ccco2)c(C(=O)Nc2ccccc2C)n1,-15.7%
Cc1cccc2cc(C(=O)N3CC[C@H](CO)[C@H](O)C3)oc12,2.1%
COCCN1CCCC2(CCN(c3nc4c(c(=O)[nH]c(=O)n4C)n3C)C2)C1=O (stereo unspecified),-3.6%
COCCNC(=O)C1CCN(S(=O)(=O)c2ccc3c(c2)CCCN3C(C)=O)CC1,198.1%[activator][5.79 µM]
CCOc1ccc(NC(=O)[C@@H]2COCC(=O)N2Cc2ccc(C)cc2)cc1,10.9%
Cn1nnnc1SCCCNCc1cccc(OCc2ccc(F)cc2)c1,5.62µM*
O=C(NC1CCN(c2cc(-c3ccc(Cl)cc3)[nH]n2)CC1)c1ccccc1F,-19.1%
O=C(N[C@@H]1CN(C(=O)c2nccc3ccccc23)CC[C@@H]1CO)C1CC1,41.1%[activator]
COc1ccc(C(=O)N2CC[C@H]3C(=O)NCCCCCCN(Cc4ccncc4)[C@@H]3C2)cc1F,i
CN(C)c1ccc(CN2CC(N3CCc4ccccc43)C2)cc1,i
C#CCN(C)C(=O)c1c(-c2ccc(F)cc2)noc1[C@H](C)O,-15.5%[44.1 µM]
CCN1CCC2(Cc3ccccc3CN(C(=O)C3CCCC3)C2)C1 (stereo unspecified),8.91µM*
O=C(c1ccsc1)N1CCC2(CC1)NCCc1c2[nH]c2ccccc12,?
COc1cccc(C(=O)N2CCC(c3n[nH]c(=O)n3-c3ccccc3)CC2)c1OC,26.8%
Cc1nc(-c2cccs2)cc([C@H]2CN3CC[C@H]2C[C@@H]3CNC(=O)C(C)(C)C)n1,?
CCN(CC)CC[C@H]1CN(C(=O)NC(C)C)CC[C@H]1CC(=O)O,16.2%[44.1 µM]
COc1cccc(C(=O)Nc2ccc3c(c2)CN(Cc2ccc(F)cc2)C(=O)C(C)O3)c1 (stereo unspecified),-12.9%
CN1CCN(c2ccc(C(=O)N3CCC(n4cnnc4)CC3)cc2)CC1,-13.1%
CCc1ccc(NC(=O)C(C)n2nnc3sc(-c4ccccc4)cc3c2=O)cc1 (stereo unspecified),i
CN1CC(=O)N(C2CCNC2)Cc2c(NCc3cc(F)cc(F)c3)ncnc21 (stereo unspecified),10.7%
O=C(NC1C[C@H]2CC[C@@H](C1)N2C(=O)CCC1CCCC1)c1ccncc1 (stereo partly specified),-24.6%
COc1cccc(S(=O)(=O)N2CC3(Cc4ccccc4NC3=O)C2)c1,-4.5%
Cc1cccc(OCc2nnc(SCC(=O)Nc3ccc(C)cc3C)o2)c1,13.4%
CCC(CC)C(=O)N1CCC2(CC1)C(=O)N(CC)c1ccccc12,?
COc1ccc(C(=O)N2CCC3(CC2)CC(Cc2nc(C4CC4)no2)CCO3)c(OC)n1 (stereo unspecified),?
COCc1cc(C[C@@H]2CC[C@H](O)[C@@H](CNCc3cccc(F)c3)O2)no1,?
CCc1nc(-c2c3n(c(=O)n(CC(=O)Nc4cc(C)cc(C)c4)c2=O)CCCC3)no1,-22.0%
Cc1nc2c(-c3ccc(F)cc3)c(C)nn2c(C)c1CCC(=O)NCc1ccc(F)cc1,41.1%[activator]
Cc1nc(-c2c3n(c(=O)n(Cc4ccccc4C)c2=O)CCCCC3)no1,-9.8%
COc1ccc(CNC(=O)C[C@@H]2CCNC[C@@H]2Cc2cc(-c3ccc(F)cc3)on2)cc1,-1.6%
CCCCOC(=O)c1ccc(NC(=O)Cn2nnc3sc4c(c3c2=O)CCCC4)cc1,9.9%
CN(Cc1cccnc1)c1ccc2ncc(Nc3ccc(F)cc3)n2n1,-18.2%[44.1 µM]
Fc1ccc(Cc2cn3cc(-c4ccc(F)cc4)nc3s2)cc1,-16.6%
CC(=O)N1CCc2cc(Br)cc(S(=O)(=O)NCCc3cccc(C)c3)c21,-23.6%
CC(C)N(C)Cc1ccc(-c2nc(-c3cccnc3)cc(=O)[nH]2)cc1,-27.5%
Cc1ccc(S(N)(=O)=O)cc1C(=O)N[C@H](c1cnn(C)c1)C1CC(O)C1 (stereo partly specified),4.2%
O=C(C1CC1)N1CCC(C(=O)N2CC(OCc3ccccc3)C2)CC1,-1.6%
O=Cc1ccc(-c2cc(C(F)(F)F)ccc2Cl)cc1,22.2%[44.1 µM]
CN(C)C[C@@H]1CN(c2ncccn2)C[C@H]1NC(=O)Cc1c[nH]c2ccccc12,12.3%
COc1ccccc1OC(C)C(=O)N1CCN(CCc2ccccn2)CC1 (stereo unspecified),85.6%[activator]
CCCNC(=O)N(C1CCOCC1)C1CCN(C(=O)c2ccc(F)cc2)CC1,29.4%
C[C@H]1CN(C(=O)Cc2ccccc2)C[C@@H]1c1nc(-c2ccncc2)no1,-24.3%
CC(CC(=O)Nc1ccc(F)cc1)S(=O)(=O)c1cc2c3c(c1)CCN3C(=O)CC2 (stereo unspecified),i
O=C(NC1CCN(c2cc(-c3ccccc3)[nH]n2)CC1)c1ccc2c(c1)OCO2,?
COc1ccc(Cl)cc1C(=O)NCc1nnnn1-c1ccccc1,i
CCOc1ccc(NC(=O)c2cnn(-c3ccccc3)c2-n2cccc2)cc1,-18.0%
CC(=O)N1c2ccc(S(=O)(=O)N3CCCCCC3)cc2CC1C(=O)NCc1ccccc1C (stereo unspecified),i
Cc1ccc(/C=C(\C#N)C(=O)Nc2ccc(Br)cc2)o1,-5.6%
CC1(C)CN(C(=O)c2ccnc(-n3cnnc3)c2)CC1(C)O (stereo unspecified),16.2%

# Remaining list, next part.
SMILES,Pf Dd2 growth
CN(C)c1ccc(NC(=O)CN2C(=O)c3ccccc3Sc3ccc(C(=O)N4CCCC4)cc32)cc1,10µM*
COc1ccc(NC(=O)C2CCCN(S(=O)(=O)c3ccc(Cl)cc3)C2)cc1 (stereo unspecified),-4.2%
CC1=C(C(=O)Nc2ccc(Cl)cc2)C(CC(C)C)n2nc(SCc3ccccc3C)nc2N1 (stereo unspecified),5.1%
CCCc1cc(C(=O)N2CC[C@H]3CNC[C@H]32)n(C)n1,20.5%
Cc1ccc(-c2nc3scc(CCNC(=O)Cc4ccc(Cl)cc4)n3n2)cc1,-22.6%
N#Cc1cccc(N2CCC(Oc3ccc(Cl)cc3)(C(=O)O)CC2)n1,-22.5%
O=C1NCc2ccccc2CC12CCCN2Cc1cccc(Cl)c1 (stereo unspecified),?
Cn1nc(C(=O)N2CCC3(CC2)CC(OCC2CC2)CCO3)c2ccccc21 (stereo unspecified),?
C[S+](=O)([O-])N1CCC(c2nnc3n2C(C(=O)NCc2ccc(F)cc2)CC3)CC1 (stereo unspecified),16.5%
CS(=O)(=O)N(C1CCOCC1)C1CN(C(=O)c2ccccn2)C1,12.1%
O=C(c1ccc2c(c1)N(Cc1c(F)cccc1Cl)C(=O)c1ccccc1S2)N1CCOCC1,?

# Source: PubChem BioAssay (National Center for Advancing Translational Sciences (NCATS))

# Only part of the results is shown (hit frequency here may not be typical).
